AHR act: human AHR activation; P35869; AHR-responsive luciferase reporter cells, luminescence; activation, % at 5 µM; 2.5% of 320,000 active; AID 2796; in the data active = activation above about 47%;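 note: 0% = vehicle wells and 100% = reference agonist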
procasp3 activ: procaspase-3 (human) activation. activation, % at 8.5 µM. 0.11% of 330,000 active. recombinant procaspase-3 D3A, Ac-DEVD-pNA absorbance 405 nm. AID 463141;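 active = activation above the mean of all tested compounds plus 3 SD, cut at about 21% in these data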;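 note: 0% = DMSO alone and 100% = DMSO wells spiked with extra 5 µM PC-3 D3A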
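Assay system: Autoprocessing-dead procaspase-3 D3A mutant enzyme; also added: Ac-DEVD-pNA; doses: one concentration, 8.5 µM nominal, 0.8% DMSO; times: 1 h compound preincubation, 2 h substrate hydrolysis at 25 °C; technique: 405 nm absorbance of p-nitroaniline, reads at 0 and 120 min; measure: % activation between DMSO and enzyme-spiked controls; repeats: single replicate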
proCasp7 act: counter-screen: procaspase-7 (human) activation; P55210; AID 463210; 0.093% of 330,000 active; activation, % at 8.5 µM; recombinant procaspase-7, Ac-DEVD-pNA absorbance 405 nm; D23A/D198A/D206A triple mutant, cannot self-cleave; scale: DMSO 0, 5 µM enzyme 100;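 active = percent activation above the screen-wide mean plus 3 SD, cut at about 25% in these data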
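Assay system: Uncleavable procaspase-7 mutant enzyme; Input: 2 µM procaspase-7 mutant as dispensed; Also added: DEVD-pNA substrate; Medium: Zinc-free HEPES pH 7.4 with 300 mM NaCl, 0.01% Triton X-100; Timing: 1 h compound preincubation, 2 h substrate cleavage, 25 °C; Measured by: Epi-absorbance of released pNA at 405 nm, two timepoints.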
MEP2-GFP yeast: yeast TOR pathway MEP2-GFP modulation; S. cerevisiae MEP2-GFP strain, flow cytometry GFP, 3 h; 100% = DMSO control level; GFP response vs DMSO, % at 10 µM; 0.51% of 330,000 active; AID 2016;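 active = GFP response versus DMSO above a set limit, roughly screen mean plus 3 SD, cut at about 180% in these data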;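 note: median GFP fluorescence of the barcode-gated MEP2-GFP cells per well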
EBNA-1 inhibitor: blocks EBNA-1 binding to DNA. inhibition, % at 14.8 µM. AID 1950. EBNA-1 DNA binding, fluorescence polarization. 0.34% of 300,000 active; in the data active = inhibition above about 28%
ZTA DNA inh: counter-screen for EBNA-1 inhibitors: inhibitors of Epstein-Barr virus ZTA; P03206; ZTA-DNA binding, fluorescence polarization; inhibition, % at 11 µM; 0.15% of 320,000 active; in the data active = inhibition above about 33%
LAP4-GFP MLPCN: modulators of TOR pathway LAP4-GFP in S. cerevisiae; S. cerevisiae LAP4-GFP multiplex, flow cytometry GFP, 3 h; median GFP as percent of DMSO wells; GFP response vs DMSO, % at 10 µM; 0.34% of 320,000 active;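 active = GFP response vs DMSO above a set limit, about the screen mean plus 3 SD, cut at about 150% in these data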
RPL19A-GFP yeast: modulators of TOR pathway RPL19A-GFP in S. cerevisiae; S. cerevisiae RPL19A-GFP strain, flow cytometry, 3 h; stronger effect = lower value; percent response vs DMSO, % at 10 µM; 0.3% of 330,000 active; AID 2025;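 active = percent response vs DMSO below 50%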;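 note: median channel GFP fluorescence of the barcoded RPL19A-GFP strain; ratio of sample median GFP to plate DMSO average so 100% = DMSO; lower means less RPL19A-GFP as with rapamycin TOR inhibition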
The depositor's hits bear a star; . = no result given; [ ] = remark or other dose.

SMILES | AHR act | procasp3 activ | proCasp7 act | MEP2-GFP yeast | EBNA-1 inhibitor | ZTA DNA inh | LAP4-GFP MLPCN | RPL19A-GFP yeast
Oc1c(/C=N/Nc2cccc3cccnc23)ccc2ccccc12 | 48* | 2 | -7 | 107 | 0 | -9 | 103 | 105
Cc1cc(=O)oc2cc(OCC(=O)Nc3ccccc3C(=O)O)ccc12 | 1 | -1 | -6 | 104 | 14 | 10 | 101 | 99
CC[n+]1c(C)n(-c2ccccc2)c2ccc(C(=O)OC)cc21 | 1 | -1 | -9 | 103 | 3 | 3 | 118 | 104
Cc1ccccc1OCCC(=O)NNC(=O)c1ccccc1F | 2 | 10 | -4 | 104 | . | . | 106 | 101
COc1ccc(-c2nnc(SCC(=O)Nc3cc(F)ccc3C)o2)cc1 | 7 | -1 | 6 | 93 | 0 | 3 | 99 | 92
COC(=O)c1cccnc1-n1c(=O)c2cccnc2n(Cc2cccc(OC)c2)c1=O | 3 | 6 | 2 | 93 | 7 | -10 | 101 | 104
CCc1ccc(S(=O)(=O)N2CCN(c3ncccn3)CC2)cc1 | -3 | 2 | -5 | 99 | -1 | 3 | 105 | 99
CC(C)(C)N1CC(C(=O)Nc2ccc(S(N)(=O)=O)cc2)CC1=O (stereo not given) | 3 | -4 | -3 | 103 | -12 | -25 | 89 | 99
Cn1cc(Cl)c(C(=O)Nc2cccc(Cl)c2Cl)n1 | 35 | 3 | 4 | 99 | -7 | -3 | 109 | 96
CC(=O)Nc1cccc(C(=O)N/N=C/c2ccccc2F)c1 | 47 | 6 | -9 | 105 | -2 | -8 | 99 | 102
Cc1cc(C(=O)Nc2ccc(Br)cn2)sc1C | 10 | 5 | 0 | 105 | . | -3 | 121 | 97
CN(Cc1ccccc1)C(=O)c1cccc(NC(=O)c2ccco2)c1 | 0 | 3 | 10 | 98 | -2 | -6 | 97 | 99
Cc1ccccc1C(=O)OC1CCCN(C)C1 (stereo not given) | -1 | -1 | 1 | 105 | -7 | -15 | 79 | 99
O=S(=O)(Cc1ccccc1)NCC1CCCN(Cc2ccc3nonc3c2)C1 (stereo not given) | 5 | 2 | 4 | 88 | -7 | -5 | 102 | 99
CCOC(=O)CCC(=O)NNC(=O)COc1ccc(C(C)C)cc1Br | 22 | -5 | -3 | 89 | -11 | 10 | 97 | 104
O=C1CCCc2c1cc(C(=O)NCc1ccco1)c(=O)n2-c1ccccc1 | -2 | 0 | 0 | 99 | -1 | -2 | 100 | 103
CCN(CC)S(=O)(=O)c1ccc(C(C)NC(=O)C2CCCN2C(=O)c2cccs2)cc1 (stereo not given) | 0 | 8 | -2 | 99 | . | 2 | 100 | 95
Cc1cc(SCC(=O)NCCN2C(=O)CSC2=O)nc2c(C)cccc12 | 30 | 2 | -2 | 105 | -4 | -16 | 101 | 104
C/C(CCN1CCc2nc(-c3ccccc3)c(-c3ccccc3)cc2C1)=N\O[C@@H](C)c1cn([C@H](CO)Cc2ccccc2)nn1 | 7 | 3 | 4 | 89 | 10 | 2 | 105 | 100
C/C(=N/Nc1cc(-c2ccccc2)nc(-c2ccccc2)n1)c1ccc(O)cc1 | 66* | -5 | -1 | 110 | -2 | -2 | 112 | 103
CC(C)CCNC(=O)COc1cccc2c1OC(C)(C)C2 | 6 | 1 | 3 | 100 | -6 | 1 | 105 | 97
CCN(CC)S(=O)(=O)c1ccc(N=Nc2c(C)[nH]n(C(N)=S)c2=O)cc1 | 7 | -14 | -12 | 112 | 4 | -13 | 120 | 101
CCCCCCCCCCCCCCCC[N+](C)(C)CCN(Cc1ccc(OC)cc1)c1ncccn1 | -3 | -8 | -2 | 112[may fluoresce violet] | 6 | 35* | 64[may fluoresce violet] | 61[may fluoresce violet]
O=C(CN1CCN(c2ccccn2)CC1)NC1CCCCC1 | 2 | 3 | 9 | 98 | -6 | 5 | 98 | 97
N#CCSc1ccc2nc(-c3ccccc3)cn2n1 | 31 | 8 | 8 | 95 | 2 | 8 | 121 | 100
Going on with the list.
SMILES | AHR act | procasp3 activ | proCasp7 act | MEP2-GFP yeast | EBNA-1 inhibitor | ZTA DNA inh | LAP4-GFP MLPCN | RPL19A-GFP yeast
O=C(COC(=O)c1ccccc1Oc1ccccc1)NC1CC1 | 1 | 13 | 8 | 112 | 2 | 12 | 94 | 99
N/C(=N\OC(=O)CCCN1C(=O)c2ccccc2C1=O)c1ccccn1 | -1 | -1 | 2 | 88 | -5 | -3 | 88 | 85
Nc1ccc(-c2nc3c(ccc4ccccc43)[nH]2)cc1 | 83* | -7 | 2 | 106 | -3 | -18 | 94 | 99
CC(C)CCNC(=S)Nc1ccc([N+](=O)[O-])cc1 | 6 | 1 | 0 | 95 | 4 | 15 | 87 | 96
Nc1ccc(Oc2ccc3c(c2)OCO3)cc1 | -1 | 0 | -1 | 108 | -2 | 9 | 100 | 104
COc1ccccc1N1CCN(C(=O)c2cccc(C(=O)N3CCN(c4ccccc4OC)CC3)c2)CC1 | 2 | -2 | 8 | 97 | 7 | 16 | 101 | 98
COc1ccc2nc(NC(=O)C3CCCO3)sc2c1 (stereo not given) | 5 | 4 | 8 | 93 | -1 | 11 | 96 | 98
Cc1c(-n2c(SCC(C)C)nc3ccccc3c2=O)c(=O)n(-c2ccccc2)n1C | -1 | 8 | 1 | 102 | 15 | 10 | 103 | 101
Cc1cc(/C=N/NC(=O)C(O)(c2ccccc2)c2ccccc2)c(C)n1-c1ccc(C(=O)O)cc1 | -1 | 6 | 3 | 100 | 2 | -9 | 102 | 98
CC(=O)Nc1ccc(/C(C)=N/NC(=O)c2ccc(COc3ccccc3Cl)o2)cc1 | 43 | -3 | 2 | 110 | -18 | -17 | 104 | 104
COc1ccc(NC(=O)[C@@H]2CCCN2C(=O)[C@@H]2Cc3ccccc3CN2C(=O)OC(C)(C)C)cc1 | -1 | 2 | -2 | 98 | -8 | -10 | 96 | 94
CCCn1c2ccccc2c2nnc(SC(CC)C(=O)Nc3cc(C)on3)nc21 (stereo not given) | 3 | 6 | 7 | 97 | 2 | -3 | 94 | 94
Cc1ccc(CN2C(=O)c3ccccc3C2C(=O)NCc2cccnc2)cc1 (stereo not given) | -1 | -3 | 0 | 100 | -2 | -6 | 107 | 98
CCN(Cc1ccccc1)S(=O)(=O)c1c(C(=O)N2CCCC2)c(C)n(C)c1C | -1 | -1 | 0 | 111 | 3 | 3 | 114 | 105
CC(NC(=O)CSC1=NCCS1)c1ccccc1 (stereo not given) | -2 | 3 | 3 | 90 | -3 | -11 | 88 | 99
CCNC(=S)N/N=C(\C)c1ccc2c(c1)OCCO2 | 16 | -3 | -22 | 98 | 5 | -6 | 90 | 97
CCOc1ccc(OCCSc2nc3ccccc3[nH]2)cc1 | 18 | 5 | -3 | 108 | 6 | 6 | 137 | 95
Cc1ccc(SC2CCN(C(=O)C3CCC(=O)N(C4CC4)C3)CC2)cc1 (stereo not given) | 0 | 2 | 3 | 99 | -7 | 6 | 93 | 99
COc1cc(C(=O)Nc2cccc(C)n2)ccc1OCC(=O)N1CCOCC1 | 0 | 7 | -10 | 98 | . | 8 | 98 | 96
O=C(C1=C(O)C(=O)N(CC2CCCO2)C1c1ccccc1[N+](=O)[O-])c1ccco1 (stereo not given) | 22 | 0 | -18 | 101 | 6 | 1 | 105 | 107
O=C1CCc2cc(NS(=O)(=O)c3ccccc3)cc3c2N1CC3 | 12 | 2 | 2 | 110 | -3 | -10 | 99 | 101
COc1cc(CC(=O)OCC(=O)N2CCCCC2C)cc(OC)c1OC (stereo not given) | -2 | 1 | -10 | 96 | 2 | 10 | 84 | 98
COc1ccc(-n2nc3c(N4CCC(C(=O)NCCc5ccco5)CC4)nnc(C)c3c2C)cc1 | -2 | 1 | 4 | 101 | -1 | 13 | 101 | 99
COc1ccc(N2CC(C)Cn3c2nc2c3c(=O)n(Cc3ccccc3)c(=O)n2C)c(OC)c1 (stereo not given) | -1 | -6 | -4 | 99 | -6 | 11 | 103 | 100
O=C(Cc1ccccc1)NCc1ccc(F)cc1 | 0 | 6 | -3 | 104 | 1 | -5 | 97 | 99

Fetched one by one from the entries so far (4):
SMILES | AHR act | procasp3 activ | proCasp7 act | MEP2-GFP yeast | EBNA-1 inhibitor | ZTA DNA inh | LAP4-GFP MLPCN | RPL19A-GFP yeast
COc1cc(C(=O)Nc2cccc(C)n2)ccc1OCC(=O)N1CCOCC1 | 0 | 7 | -10 | 98 | . | 8 | 98 | 96
Cc1ccc(CN2C(=O)c3ccccc3C2C(=O)NCc2cccnc2)cc1 (stereo not given) | -1 | -3 | 0 | 100 | -2 | -6 | 107 | 98
Cc1c(-n2c(SCC(C)C)nc3ccccc3c2=O)c(=O)n(-c2ccccc2)n1C | -1 | 8 | 1 | 102 | 15 | 10 | 103 | 101
COc1ccc(NC(=O)[C@@H]2CCCN2C(=O)[C@@H]2Cc3ccccc3CN2C(=O)OC(C)(C)C)cc1 | -1 | 2 | -2 | 98 | -8 | -10 | 96 | 94

Ordered by the number under AHR act (highest first): 3 from the list above.
SMILES	AHR act
O=C(C1=C(O)C(=O)N(CC2CCCO2)C1c1ccccc1[N+](=O)[O-])c1ccco1 (stereo not given)	22
COc1cc(C(=O)Nc2cccc(C)n2)ccc1OCC(=O)N1CCOCC1	0
Cc1cc(/C=N/NC(=O)C(O)(c2ccccc2)c2ccccc2)c(C)n1-c1ccc(C(=O)O)cc1	-1

Next results
SMILES | AHR act | procasp3 activ | proCasp7 act | MEP2-GFP yeast | EBNA-1 inhibitor | ZTA DNA inh | LAP4-GFP MLPCN | RPL19A-GFP yeast
COc1cc2cc(CN(CCCO)S(=O)(=O)c3ccccc3)c(=O)[nH]c2cc1OC | 0 | 4 | 9 | 96 | 3 | 14 | 93 | 95
COC(=O)/C(N=Nc1cccc(C(F)(F)F)c1)=C(\C)O | 5 | -4 | 10 | 108 | 3 | -7 | 108 | 99
CS(=O)(=O)N1CCN(c2ccc(NC(=S)NC(=O)c3ccccc3[N+](=O)[O-])cc2)CC1 | -1 | 0 | 16 | 98 | -5 | -24 | 95 | 96
S=C(NC1CC1)SCc1ccco1 | 3 | 6 | -14 | 96 | . | -8 | 106 | 92
Cc1oc(-c2cc(F)ccc2F)nc1CN1CCN(c2ncnc3ccccc23)CC1 | 5 | 3 | 13 | 101 | -19 | 1 | 88 | 101
COc1ccc(OC)c(S(=O)(=O)N2CCC(C(=O)Nc3ccccc3)CC2)c1 | 0 | -4 | -1 | 100 | -4 | -9 | 102 | 97
CCc1nc(C)cc2c1sc1ccccc12 | -1 | -13 | -1 | 100 | -3 | 1 | 115 | 99
COc1ccc(C2=NOC(Cn3nc(C(=O)NCc4cccc(C(F)(F)F)c4)cc3-c3ccccc3)C2)cc1 (stereo not given) | 14 | 3 | -2 | 102 | -4 | -2 | 98 | 98
COc1ccc(C(=O)COC(=O)c2ccccc2O)c(OC)c1 | 3 | 11 | -5 | 114 | . | -4 | 112 | 103
COCc1nnc(NC(=O)c2ccc(Cl)cc2[N+](=O)[O-])s1 | -2 | 5 | -17 | 104 | 6 | 18 | 90 | 105
Cc1nc(CS(=O)c2ccccc2)cc(N2CCOCC2)n1 (stereo not given) | 3 | 10 | 6 | 95 | 8 | 6 | 99 | 98
Cc1cc(OC(C)C(=O)NCc2cccnc2)c2c(C)c(C)c(=O)oc2c1 (stereo not given) | 8 | -7 | -6 | 107 | 0 | -7 | 94 | 97
COc1ccc(S(=O)(=O)N2CCN(c3ccccn3)CC2)c(OC)c1 | -1 | 1 | 16 | 101 | -7 | 7 | 96 | 100
COc1cc2c(cc1OC)C(NC(=O)c1ccc(C)cc1)CC2=O (stereo not given) | 2 | 4 | 4 | 110 | 7 | 19 | 96 | 106
O=C1c2ccccc2CC1Sc1nnc(-c2ccncc2)o1 (stereo not given) | 63* | -25 | -30 | 104 | -5 | -5 | 100 | 101
CCOC(=O)c1c(NC(=O)c2cccs2)sc(C)c1CC | 7 | -6 | -1 | 101 | -1 | 2 | 111 | 99

Screening data: PubChem, several laboratories
